Screening results as filed in PubChem BioAssay.
Rev-erbA mod = Rev-erb alpha (human) modulation; P20393; Rev-erbα–FITC-DNA binding, fluorescence polarization, 90 min; activity, % at 10 µM; hit rate 0.79% among 370,000;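 active = activity above about 14%, limit read from the data; passing the limit was not always enough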;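 also: 0% = DMSO wells with 35 nM protein and 100% = DMSO wells with 750 nM protein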
Target sequence (P20393 whole entry, looked up): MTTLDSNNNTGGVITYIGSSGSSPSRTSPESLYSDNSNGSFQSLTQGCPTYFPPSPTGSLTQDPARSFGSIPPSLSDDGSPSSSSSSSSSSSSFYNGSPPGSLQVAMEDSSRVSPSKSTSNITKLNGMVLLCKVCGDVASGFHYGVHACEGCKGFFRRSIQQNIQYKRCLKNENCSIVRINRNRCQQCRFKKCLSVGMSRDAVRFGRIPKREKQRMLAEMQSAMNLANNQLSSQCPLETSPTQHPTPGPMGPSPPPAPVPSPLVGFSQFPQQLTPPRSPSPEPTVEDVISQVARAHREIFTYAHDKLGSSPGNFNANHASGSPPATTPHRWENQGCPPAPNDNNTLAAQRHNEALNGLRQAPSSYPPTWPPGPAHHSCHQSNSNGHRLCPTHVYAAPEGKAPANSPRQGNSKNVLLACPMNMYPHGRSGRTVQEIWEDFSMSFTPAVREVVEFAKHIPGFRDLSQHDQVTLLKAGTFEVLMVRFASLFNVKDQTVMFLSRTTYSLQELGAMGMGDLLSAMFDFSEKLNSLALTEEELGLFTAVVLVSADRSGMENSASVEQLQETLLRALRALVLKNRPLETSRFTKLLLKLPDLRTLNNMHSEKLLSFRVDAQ
ADAM17 inh = inhibits human ADAM17; P78536; recombinant ADAM17, EDANS/DABCYL FRET peptide cleavage; inhibition, % at 6.95 µM; hit rate 0.83% among 370,000; AID 720648;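 active = inhibition above the mean of compounds lying between control limits plus 3 SD, set per campaign, cut at about 8.5% in these data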;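 also: 0% = DMSO-only wells as the low control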
hgDAF12 agonist = activates the H. glycines DAF-12 receptor ligand-binding domain; AID 687014; hit rate 1.8% among 370,000; activation, % at 6.8 µM; HEK293 GAL4-hgDAF12 UAS-luciferase reporter, agonist luminescence; normalized to butyrate control;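 active = activation above a cutoff set at the mean of all screened compounds plus 3 SD, cut at about 10% in these data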;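 also: 0% = DMSO wells and 100% = sodium butyrate wells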
SMARCA2 activ = activators of SMARCA2 function; hit rate 1% among 370,000; activation, % at 9.1 µM; AID 652017; MG213 cells, MMTV-luciferase reporter, dexamethasone, overnight; in the data active = activation above about 7.8%;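 also: 0% = vehicle wells and 100% = reference activator wells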
DAX1 inh-1 = blocks DAX1 repression of SF-1 activated StAR promoter; hit rate 1.1% among 370,000; inhibition, % at 6.8 µM; HEK293T StAR-luciferase reporter, SF-1/DAX-1 repression relief; AID 652010;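 active = inhibition above the mean over all tested compounds plus 3 SD, cut at about 3.6% in these data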;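 also: 0% = DAX-1 cells with DMSO and 100% = cells lacking DAX-1 with DMSO; higher inhibition means more luminescence from relief of DAX-1 repression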
PLCb3 inh = blocks human PLC-beta3 enzyme activity; Q01970; Purified PLC-beta3, fluorogenic substrate, fluorescence; inhibition, % at 12.2 µM; hit rate 0.18% among 370,000; in the data active = inhibition above about 11%;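 also: 0% = median of compound wells on plate and 100% = full blocker control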
hcDAF-12 act = H. contortus DAF-12 activation, primary screen; HEK293 hcDAF-12 lit1-tk-luc reporter, luminescence; 0% DMSO, 100% Δ7-dafachronic acid; activation, % at 6.8 µM; hit rate 1.4% among 370,000;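 active = activation above the mean of all tested compounds plus 3 SD, cut at about 5.5% in these data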;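 also: 100% = response to 3 µM Δ7-dafachronic acid high control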
PLC-gamma1 inh = blocks human PLC-gamma1 enzyme activity; hit rate 0.84% among 370,000; P19174; purified PLC-gamma1, fluorogenic substrate, fluorescence; AID 720700; inhibition, % at 12.2 µM; in the data active = inhibition above about 9.5%
ssDAF-12 act = S. stercoralis DAF-12 activation, primary screen; HEK293 ssDAF-12/GRIP1 lit1-tk-luc reporter, luminescence; % of 3 µM dafachronic acid response; activation, % at 6.8 µM; hit rate 1% among 370,000; AID 652126;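 active = activation above the mean over all tested compounds plus 3 SD, cut at about 0.9% in these data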;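 also: 0% = DMSO-only wells and 100% = 3 µM delta7-dafachronic acid wells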
MBD2 DNA inh = MBD2-methylated oligo binding inhibition; TR-FRET, MBD2 binding to methylated oligonucleotide; hit rate 0.31% among 370,000; AID 686964; Q9UBB5; inhibition, % at 4.4 µM; in the data active = inhibition above about 13%
Target sequence (Q9UBB5 whole entry, looked up): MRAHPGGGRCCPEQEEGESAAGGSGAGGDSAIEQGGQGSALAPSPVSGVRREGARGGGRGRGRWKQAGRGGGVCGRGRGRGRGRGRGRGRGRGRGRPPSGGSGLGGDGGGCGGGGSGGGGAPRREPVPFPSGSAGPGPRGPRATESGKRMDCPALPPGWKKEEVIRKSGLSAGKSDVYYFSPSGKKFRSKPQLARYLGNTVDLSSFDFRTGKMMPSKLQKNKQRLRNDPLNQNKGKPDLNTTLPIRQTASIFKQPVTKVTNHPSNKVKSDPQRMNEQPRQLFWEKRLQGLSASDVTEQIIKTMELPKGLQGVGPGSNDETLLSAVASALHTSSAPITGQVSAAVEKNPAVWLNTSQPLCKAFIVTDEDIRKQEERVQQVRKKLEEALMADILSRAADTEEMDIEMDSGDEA
DAX1 inh-2 = NR0B1 (DAX1) inhibition; P51843; HEK293 Gal4-DAX1 luciferase reporter, luminescence; inhibition, % at 6.75 µM; hit rate 0.99% among 340,000; AID 504766;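 active = inhibition above the mean over all tested compounds plus 3 SD, cut at about 4.2% in these data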;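 also: 0% = DAX1-transfected cells with DMSO and 100% = empty-vector control cells with DMSO; inhibition shows as a rise in luminescence from relieved DAX1 repression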
The depositor's hits bear a star; i = inactive; . = not tested or not shown.

SMILES	Rev-erbA mod	ADAM17 inh	hgDAF12 agonist	SMARCA2 activ	DAX1 inh-1	PLCb3 inh	hcDAF-12 act	PLC-gamma1 inh	ssDAF-12 act	MBD2 DNA inh	DAX1 inh-2
CC1(C)Oc2ccc3ccc(=O)oc3c2-c2cn[nH]c21	-3.4	-9.0	-0.5	1.3	0.5	-158.1	-2.9	-126.5	-1.2	0.9	2.6
OCCOCCn1c(C(CO)Nc2nc(-c3cccc(Br)c3)cs2)nc2ccccc21 (centres undefined)	-4.5	3.2	1.3	1.1	-0.1	0.8	-1.5	2.0	-1.8	3.8	0.5
O=C(Cn1nc(Cc2ccncc2)c2ccccc2c1=O)Nc1cccnc1Cl	-2.2	-9.3	-3.2	-2.2	0.2	-7.5	-1.5	0.8	-1.7	-5.5	0.4
CC1=NNC(=O)C1CCC(=O)N/N=C/c1ccc(Cl)cc1Cl (centres undefined)	8.9	-3.2	0.0	-2.3	1.0	-10.6	1.8	-1.7	-0.7	-1.1	0.4
CCN(c1ccccc1)S(=O)(=O)c1c(C)noc1C	2.8	-0.2	-0.9	-3.3	1.6	-1.6	-1.5	7.6	-0.2	-7.3	2.2
O=C(COC(=O)c1cc([N+](=O)[O-])ccc1Cl)NCCc1ccccc1	-4.9	1.3	-0.1	-0.8	0.2	-2.8	-1.7	-0.9	-1.3	1.2	0.9
COc1ccc(NS(=O)(=O)c2coc(C(N)=O)c2)cc1Cl	-0.8	-2.0	0.2	-1.4	-0.5	2.4	-1.0	2.0	-0.9	0.0	0.5
Cc1ccc(S(=O)(=O)NC(=NC2CCCCC2)c2ccc(F)cc2)cc1	1.0	-1.2	0.1	-4.8	-0.6	-9.6	1.1	1.9	-1.2	4.4	-0.7
COc1cc(NC(=S)N2CCN(C)CC2)c(OC)cc1Cl	3.7	1.7	2.3	1.3	0.8	4.2	5.4	1.2	-1.3	-8.0	-1.2
Cc1nc2ncnn2c(C)c1CCC(=O)N1CC(C)CC(C)C1 (centres undefined)	-1.2	-4.5	-1.9	-1.3	-0.3	0.8	-1.1	2.4	-1.2	-0.1	0.2
O=C(/C=C/NNC(=O)c1ccccc1)c1ccc([N+](=O)[O-])cc1	3.5	5.0	1.7	3.6	0.4	0.6	-0.7	2.0	-1.6	-6.3	4.4*
O=C(CSc1ccccn1)N/N=C/c1cc([N+](=O)[O-])ccc1O	-0.9	1.6	-2.2	-1.3	-0.4	-6.1	-0.9	2.0	-1.6	0.1	1.6
COc1cc2nc(Nc3ccc(F)cc3)nc(N)c2cc1OC	-5.5	-9.9	-0.6	-0.3	0.0	-34.8	-1.7	-18.6	-1.2	5.7	0.0
CCOc1ccc(C(C(=O)NC2CCCC2)N(C(=O)c2snc(C(N)=O)c2N)C2CCCC2)cc1 (centres undefined)	3.1	-10.4	1.1	1.4	0.4	-22.2	2.3	-9.6	0.0	7.6	-0.1
COc1ccc(C(=O)n2nc(-c3ccc(OC)cc3)nc2N)cc1	-5.4	3.7	2.7	-3.6	-0.3	0.7	-0.1	-0.2	-0.9	-5.8	0.2
C=C(C)CN(CC)C(=O)CSc1ccc(S(=O)(=O)N2CCN(Cc3ccccc3)CC2)cn1	-6.3	1.7	1.1	-1.3	-1.3	-9.3	-1.6	-4.3	-0.7	-3.7	-0.2
CC(NC(=O)c1ccco1)C(=O)OCC(=O)c1ccc(Cl)s1 (centres undefined)	1.5	-1.2	1.1	1.7	0.0	0.2	1.5	-0.1	-0.6	-0.1	-0.5
Cc1nn(-c2cc(C(F)(F)F)ccc2Cl)c2nc(C(F)(F)F)[nH]c(=O)c12	-3.9	5.4	0.5	-3.9	-0.2	11.7*	-2.3	4.0	-1.0	3.7	-0.1
Cc1ccccc1CSCc1nc(N)nc(Nc2ccccc2C)n1	-0.9	2.4	2.7	6.1	1.2	4.5	-0.7	0.1	-1.4	-1.1	0.1
CC(C)(C)c1ccc(C(=O)NCc2cccnc2)cc1	2.5	-3.8	2.3	-0.2	0.1	0.3	0.1	-0.1	-0.8	0.4	-0.5
CC(C)NC(=O)C1(C)CSCC(=O)N1CCOc1ccccc1 (centres undefined)	1.3	4.3	-2.6	3.8	0.2	4.1	-0.2	5.9	-1.5	0.6	.
COc1cccc(/C=C/C(=O)c2c(O)cc(C)oc2=O)c1O	0.1	-4.2	7.6	1.6	2.3	-25.6	5.0	-24.9	0.0	-3.2	2.2
CCCc1nnc(NC(=O)CCC(=O)N2CCN(Cc3ccccc3)CC2)s1	5.8	0.7	0.6	-1.5	0.0	-4.8	-2.0	1.1	-1.1	-3.6	-0.6
COc1ccc(OCC(=O)Nc2ccc(N3CCN(C(=O)c4ccccc4)CC3)c(Cl)c2)cc1	2.5	4.2	-6.9	-4.2	-8.6	-6.5	-3.9	0.1	-1.8	-1.3	-2.8
O=C(CCCCCn1c(=S)[nH]c2ccc(N3CCOCC3)cc2c1=O)NCc1ccccc1	-5.4	-18.3	-0.8	-1.7	0.8	-231.6	-0.8	-217.2	-0.8	0.6	0.8
Cc1sc2nc(SCc3nc4ccccc4[nH]3)n(Cc3ccco3)c(=O)c2c1C	8.0	-21.6	-1.9	-1.6	-1.0	-68.7	2.9	-61.0	-0.7	1.0	-0.5
CCOC(CN=c1nc(N(C)C)ss1)OCC	-0.3	0.4	-3.0	14.4*	-0.6	1.1	-2.0	2.6	-1.8	-0.4	-2.3
Cc1cccc(C(=O)OCC(=O)NC2CCCCCCC2)c1	4.2	0.9	-0.4	0.2	-1.2	-2.0	-1.0	9.1	-1.4	-5.1	-0.4
Cc1ccc(NC(=O)c2ccc(-n3cccn3)nc2)cc1	3.5	-0.5	-0.8	-0.5	-0.1	0.6	-1.5	1.4	-1.4	4.1	0.3
CCOc1ccccc1NC(=O)CSc1nnc(CNC(=O)c2cc(OC)c(OC)c(OC)c2)o1	0.5	-1.7	1.3	2.8	-0.3	-3.3	0.4	0.0	-0.5	-1.7	0.0
Nc1c(S(=O)(=O)c2cccs2)c2nc3ccccc3nc2n1CCc1ccccc1	0.8	i	-2.4	-1.9	-0.8	i	-1.8	-477.1	-1.3	-4.5	.
O=C(Nc1ccccc1)C1=C[C@@H](c2csc3ccccc23)C[C@@H](OCc2ccc(CO)cc2)O1	5.7	4.4	-0.2	-1.9	-0.8	1.3	-1.6	-1.5	-0.5	0.3	0.1
COc1ccc(S(=O)(=O)N(C)C)cc1NC(=O)COC(=O)c1n[nH]c2ccccc12	1.2	-2.1	-0.1	-5.0	-2.3	2.6	-1.8	-0.3	-1.6	0.6	-0.3
Cc1ccc(-c2nc3ccccn3c2C=O)cc1	0.3	-3.9	13.6*	6.1	1.8	6.8	5.8*	4.0	0.6	-4.3	2.3
CSCCC(NC(=O)c1ccccc1)C(=O)N1CCN(C(c2ccccc2)c2ccccc2)CC1 (centres undefined)	1.1	-3.3	-1.4	-0.1	0.9	-2.2	-1.3	-0.7	-1.0	-2.7	-0.1
CC(=O)N1C(C(=O)O)CSC1c1cccc(C)c1 (centres undefined)	-3.6	-0.5	-1.6	-1.4	-0.2	1.7	-1.3	-2.5	-1.3	1.7	1.7
CCCCN1C(=O)C(NC(C)=O)c2cc(Br)ccc21 (centres undefined)	0.2	-2.5	4.7	0.9	0.2	2.6	2.1	-0.4	-0.2	5.8	0.4
O=C(Nc1cccc(OC(F)(F)F)c1)C1Cc2c(-c3ccc(Cl)cc3)ccnc2O1 (centres undefined)	-3.5	10.1*	0.5	-5.5	0.2	-3.2	-1.9	2.2	-1.3	-1.8	.
CCc1cc(Cn2nc(-c3ccccc3)cc2C(=O)NCc2cccc(Br)c2)on1	-5.0	14.5*	-1.2	-0.8	-0.1	2.4	-1.3	3.1	-1.2	-0.1	-1.4
CCOc1ccc(CCNC(=O)C2CCC(=O)N2CCc2ccccc2)cc1OCC (centres undefined)	-4.5	-7.8	0.2	-2.7	-0.6	0.4	-1.5	-0.5	-1.3	-1.1	-0.4
O=C(NCCC(=O)N1CCCC(C(F)(F)F)C1)c1ccccc1Cl (centres undefined)	-4.6	0.6	-1.7	-2.8	-1.3	-8.1	-0.9	1.3	-0.5	-0.7	0.1
COCCOC(=O)C1=C(C)NC(=O)NC1c1ccc(OC(=O)c2ccco2)c(OC)c1 (centres undefined)	3.9	0.9	2.0	2.0	0.1	0.5	-0.8	3.0	-1.1	-6.3	0.6
Cc1nn(C)cc1/C=C/C(=O)c1cccs1	5.0	-39.6	12.3*	4.2	1.1	-11.9	1.4	-8.7	0.4	3.0	5.2*
O=C(COC(=O)Cc1ccccc1F)Nc1ccc2c(c1)OCCO2	-0.8	1.6	3.1	0.6	0.0	0.4	2.6	0.1	-1.0	-2.7	2.5
Cc1ccc(-c2nc(CS(=O)(=O)CC(=O)NCCCN3CCN(C)CC3)c(C)o2)cc1	2.4	-1.7	-1.9	0.5	0.6	2.8	0.1	2.3	-1.1	1.1	0.7
Cc1ccc(CNC(=O)CNS(=O)(=O)c2ccc3nc(C)sc3c2)cc1	-0.5	-9.7	-0.9	-4.7	1.1	-0.5	-1.4	-1.1	-1.7	12.3	0.0
CCOC(=O)C(=CNc1cc(C)nn1-c1ccccc1)C(=O)OCC	1.5	-4.2	-2.0	-0.2	-1.8	-5.0	-0.3	-1.2	-1.9	1.0	-1.2
O=C(Nc1ccc(S(=O)(=O)N2CCCC2)cc1)c1cc(=O)c2ccccc2o1	2.5	-2.2	2.3	-0.8	0.7	-7.4	0.3	-11.0	-1.2	1.7	4.3*
CCOCCCNC(=S)Nc1ccc2nc(N3CCN(CC)CC3)cc(C)c2c1	3.3	-39.5	-0.3	-0.2	-0.3	-26.5	-1.9	-21.3	-1.6	-4.9	-0.7
CCn1c(COc2ccc(=O)n(-c3ccccc3)n2)nnc1SC	-6.2	-2.7	-1.4	-3.4	0.5	-2.2	-1.8	7.0	-0.5	3.7	-0.9

(next part)
SMILES	Rev-erbA mod	ADAM17 inh	hgDAF12 agonist	SMARCA2 activ	DAX1 inh-1	PLCb3 inh	hcDAF-12 act	PLC-gamma1 inh	ssDAF-12 act	MBD2 DNA inh	DAX1 inh-2
O=C(c1ccc(CS(=O)Cc2ccc(Cl)cc2)o1)N1CCN(c2ccccn2)CC1 (centres undefined)	-4.2	0.6	-5.1	-1.6	-4.4	-13.3	-2.3	4.8	-1.6	9.2	0.1
Cc1ccc(/C=C/C(=O)N2CC(=O)Nc3ccccc32)o1	-1.1	0.5	-3.2	0.8	0.4	-3.3	1.8	-0.2	-0.5	2.4	-0.5
CN(C)S(=O)(=O)c1cc(C(=O)Nc2ccccc2C(=O)NC2CC2)ccc1Cl	-4.9	-1.5	4.3	0.3	-0.9	-9.2	-1.8	-3.0	-1.3	-3.6	-1.1
Cc1ccsc1C(=O)Nc1ccc(F)c([N+](=O)[O-])c1	-1.6	-3.4	2.7	0.3	0.3	0.6	2.2	3.7	-0.3	1.9	0.1
Cn1nc(C(F)(F)F)cc1-c1ccc(/C=C(\C#N)C(=O)c2ccccc2)s1	-0.7	-3.1	2.7	-0.2	0.3	-14.8	-0.4	-6.0	-0.8	-5.3	4.0
O=C(Nc1ccc(Oc2cccnc2)cc1)C1CCN(Cc2ccc(F)cc2)CC1	-1.4	-3.8	-0.8	-4.5	-3.6	-10.4	-1.5	0.6	-0.8	4.8	-1.1
